# Screening results (PubChem BioAssay)
# CXCR6 inh – CXCR6 receptor inhibitors, primary screen, cell-based, beta-arrestin, luminescence, CHO-K1 PathHunter, 1536-well. inhibition, % at 20 µM. 360,000 compounds, 0.36% hits. AID 602244, 2012; in the data active means inhibition above about 34%, passing the limit was not always enough;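 further: antagonist mode with CXCL16 agonist at 10 nM final; 0% = 10 nM CXCL16 with DMSO and 100% = unstimulated wells without agonist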
# Target sequence (O00574 whole entry, looked up): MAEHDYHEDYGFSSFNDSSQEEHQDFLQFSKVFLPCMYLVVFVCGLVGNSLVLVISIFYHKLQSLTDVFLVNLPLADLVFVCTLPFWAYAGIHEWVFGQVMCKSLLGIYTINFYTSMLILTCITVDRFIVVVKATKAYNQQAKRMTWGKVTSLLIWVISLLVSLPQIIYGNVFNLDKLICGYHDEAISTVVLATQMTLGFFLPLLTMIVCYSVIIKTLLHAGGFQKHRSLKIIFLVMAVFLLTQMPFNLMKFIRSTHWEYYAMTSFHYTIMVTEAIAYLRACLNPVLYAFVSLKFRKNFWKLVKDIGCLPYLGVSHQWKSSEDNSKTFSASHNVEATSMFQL
# UPR CHOP act – activators of apoptotic CHOP UPR arm, primary screen, cell-based, CHO-CHOP luciferase reporter, luminescence, uHTS | UPR activation; percent of tunicamycin response over DMSO baseline | activation, % at 10 µM | 330,000 compounds, 0.34% hits;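 active means at 10 µM dose, activation of 40% or more, normalized to positive control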;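 further: 100% = tunicamycin at 10 µg/mL and 0% = DMSO alone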
#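 Evaluation: % reporter activation, DMSO baseline versus tunicamycin full activation; System: CHO-CHOP luciferase reporter cell line; Input: 500 cells/well; Incubation: 6 h compound treatment, 37 °C; Measured by: Steady-Glo luciferase luminescence; Dosing: one dose, 10 µM in 0.5% DMSO; Buffer or medium: F12 medium, 10% FBS; Benchmarks: positive tunicamycin 10 µg/mL, negative DMSO alone.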
# UPR XBP1 act – activators of adaptive XBP1 UPR arm, primary screen, cell-based, CHO-XBP1 luciferase reporter, luminescence, uHTS; IRE1-XBP1 UPR activation; percent of tunicamycin response, DMSO as zero; activation, % at 20 µM; 330,000 compounds, 0.33% hits; AID 463104, 2010;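 active means versus positive control, 20 µM dose yields 30% or more activation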;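 further: 100% = tunicamycin at 10 µg/mL and 0% = DMSO only wells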
#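 Assay system: CHO-XBP1 luciferase reporter cells; Schedule: 6 h treatment, 37 °C; Detection: glow luminescence from Steady-Glo reagent; Benchmarks: high control tunicamycin 10 µg/mL final, low control DMSO vehicle only.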
# CCR6 antagonist – CCR6 receptor antagonists, primary screen, cell-based, CHO-K1, luminescence, beta-arrestin, uHTS. AID 493098, 2011. inhibition, % at 20 µM. CHO-K1 CCR6 PathHunter beta-arrestin, CCL20-stimulated. C-C chemokine receptor type 6 (Homo sapiens), P51684. 340,000 compounds, 0.49% hits;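 active means compounds whose inhibition of the agonist-driven luminescence signal at 20 µM reaches about 50%, limit read from the data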;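 further: cells stimulated with CCL20 at 14 nM final; plate controls were DMSO with CCL20 for no effect and DMSO without agonist for full effect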
# Target sequence (P51684 whole entry, looked up): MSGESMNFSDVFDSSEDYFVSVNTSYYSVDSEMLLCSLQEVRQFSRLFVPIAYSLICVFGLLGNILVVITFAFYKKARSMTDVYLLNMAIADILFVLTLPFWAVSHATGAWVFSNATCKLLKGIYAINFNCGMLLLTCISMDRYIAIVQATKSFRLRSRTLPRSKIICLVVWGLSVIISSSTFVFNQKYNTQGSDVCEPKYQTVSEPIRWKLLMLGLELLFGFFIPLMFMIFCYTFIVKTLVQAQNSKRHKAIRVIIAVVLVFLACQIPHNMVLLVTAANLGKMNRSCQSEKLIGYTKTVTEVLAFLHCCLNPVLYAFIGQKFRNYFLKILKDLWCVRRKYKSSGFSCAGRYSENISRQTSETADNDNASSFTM
# tim23-1 inh – growth inhibitors of tim23-1 mutant yeast, primary screen, luminescence, uHTS | S. cerevisiae tim23-1 growth, BacTiter-Glo luminescence, 24 h | inhibition, % at 20 µM | 330,000 compounds, 1.3% hits | AID 463212, 2010;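 active means growth inhibition of the mutant yeast at or above 50%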;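 further: temperature-sensitive mutant grown at 25 °C; plate controls were DMSO-treated mutant yeast for no effect and medium wells lacking yeast for full effect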
# Mdm2 MdmX PPI – inhibitors of human Mdm2-MdmX association, primary screen, cell-based, luminescence, split luciferase, SaOS-2, uHTS. 330,000 compounds, 3% hits. SaOS-2 split-luciferase Mdm2/MdmX complementation. inhibition, % at 8 µM;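 active means inhibition of at least 50% at 8 µM in the primary screen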
# APJ antagonist – antagonists of human apelin receptor APJ, primary screen, CHO-K1 cells, beta-arrestin complementation, luminescence. P35414. inhibition, % at 20 µM. 330,000 compounds, 0.32% hits. AID 2521, 2010;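 active means inhibition above about 40% at 20 µM, limit read from the data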;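 further: cells challenged with 10 nM apelin-13 agonist together with compound; plate controls were apelin-13 plus DMSO wells for no effect and DMSO wells lacking apelin-13 for full effect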
# APJ agonist – agonists of human apelin receptor APJ, primary screen, CHO-K1 cells, PathHunter beta-arrestin, luminescence | 330,000 compounds, 0.11% hits | activation, % at 20 µM | 0% DMSO wells, 100% apelin | AID 2520, 2010;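 active means activation more than six SD over the plate average, tested at 20 µM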;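 further: 0% = DMSO alone and 100% = apelin-13 at 10 nM; some results filed as inactive read as strong as hits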
#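 Test system: CHO-K1 APJ beta-arrestin complementation cell line | Compound: Single test compound dose, 20 µM final, 1% DMSO | Incubation: Compound 90 min 25 °C, reagent 1 h | Measured by: beta-gal luminescence | Read-out basis: APJ–arrestin association signal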
# EBI2 block – EBI2 receptor antagonists, beta-arrestin recruitment, primary screen, cell-based, luminescence, 7a,25-OHC stimulation, uHTS | G-protein coupled receptor 183 (Homo sapiens), P32249 | 7a,25-OHC stimulated | inhibition, % at 5 µM | 360,000 compounds, 0.81% hits; in the data active means inhibition above about 38%;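 further: enzyme fragment complementation signal reports receptor beta-arrestin coupling in cells; 0% = agonist plus DMSO wells and 100% = wells without agonist; some results beyond the cut were filed as inactive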
# Target sequence (P32249 whole entry, looked up, the tested form may be a part): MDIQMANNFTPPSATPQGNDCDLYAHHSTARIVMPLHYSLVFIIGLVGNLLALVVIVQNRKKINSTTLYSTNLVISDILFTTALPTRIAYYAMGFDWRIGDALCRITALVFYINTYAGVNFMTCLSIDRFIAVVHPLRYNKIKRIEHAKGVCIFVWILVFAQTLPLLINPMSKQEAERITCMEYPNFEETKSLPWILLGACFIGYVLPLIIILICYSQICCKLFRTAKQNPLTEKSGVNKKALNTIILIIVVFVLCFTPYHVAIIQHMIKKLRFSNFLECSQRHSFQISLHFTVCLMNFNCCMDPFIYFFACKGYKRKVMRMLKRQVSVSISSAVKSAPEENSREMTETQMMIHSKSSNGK
# The depositor's hits bear a star; . = no result given. This is a subset; count on the stated rates, not on these rows.
No.	structure	CCR6 antagonist	UPR XBP1 act	APJ agonist	APJ antagonist	tim23-1 inh	CXCR6 inh	Mdm2 MdmX PPI	UPR CHOP act	EBI2 block
1	O=C(O)c1ccc(/C=C/c2ccc3cccc(O)c3n2)cc1	-8	-2	-3	-17	21	-2	5	3.9	-3
2	CCc1ccc(NS(=O)(=O)c2c(C(=O)N3CCOCC3)c(C)n(C)c2C)cc1	4	-2	-1	-5	13	3	16	-0.9	3
3	CC(=O)c1ccc(N2CCN(C(=O)CCN3C(=S)NC(C)(C)CC3C)CC2)cc1 (stereo not given)	-9	-2	-2	-5	13	-2	-7	2.3	-5
4	CCCOc1ccc(C(=O)OCC(=O)c2c(N)n(C)c(=O)n(C)c2=O)cc1OCC	-1	1	-2	3	-1	7	7	-0.9	-12
5	O=S(=O)(c1ccccc1)N1CCN(c2nc(-c3cccnc3)nc3ccccc23)CC1	3	0	2	1	34	-5	28	2.5	-5
6	CCOC(=O)C1C(=O)C=C(c2ccc(Br)cc2)CC1c1ccco1 (stereo not given)	23	2	-6	0	31	4	34	1.1	32
7	COc1ccc(CC(=O)Oc2ccccc2C)cc1S(=O)(=O)N1CCOCC1	-3	-2	-1	25	25	-7	24	2.7	-10
8	Cc1cccc(NC(=O)CCc2ccc(S(=O)(=O)NC3CCCCC3)cc2)c1	14	-7	-1	-5	5	-5	2	1.6	8
9	Cc1cccc(C)c1N=C1SC(CC(=O)Nc2c(C)cccc2C)C(=O)N1CCc1ccccn1 (stereo not given)	10	-3	0	-1	12	-3	-8	-0.4	14
10	COc1ccc(C(=O)/C=C/Nc2cc(C)ccn2)cc1	12	-8	0	-1	46	5	-113	-2.9	14
11	Cc1cc(C)c(NC(=O)CSc2nnc(SCC(=O)Nc3c(C)cc(C)cc3C)n2N)c(C)c1	12	-1	-2	4	16	-11	6	1.0	-6
12	COc1ccc(CC(=O)NCc2n[nH]c(=S)n2-c2ccc(Br)cc2)cc1	-1	-2	-1	0	-10	2	10	1.2	-5
13	Cn1c(/C=N/NC(=O)c2ccccc2)nc2ccccc21	-1	3	5	-6	38	8	6	2.4	-12
14	CCOC(=O)/C(C#N)=C(C)/C=C1\Sc2ccccc2N1CC	8	6	-2	24	1	8	-99	5.5	-19
15	O=C(Cn1cnc2c(cnn2-c2ccccc2)c1=O)N1CCN(c2ccc(F)cc2)CC1	8	1	-1	-5	5	7	44	0.5	-2
16	COc1cc(=O)[nH]c(SC(C)C(=O)Nc2nc3c(s2)CCCC3)n1 (stereo not given)	3	4	0	4	10	3	-1	1.1	-3
17	COc1ccc(-c2nnc3ccc(SCC(=O)N4CCCCC4)nn23)cc1OC	8	-3	0	-1	-4	-2	5	-0.3	5
18	Cn1c(SCC(O)c2ccccc2)nnc1-c1ccc2ccccc2c1 (stereo not given)	1	2	-3	-7	18	-3	9	1.9	4
19	Cc1onc(-c2c(Cl)cccc2Cl)c1C(=O)NNC(=O)c1c(-c2c(Cl)cccc2Cl)noc1C	6	-2	-4	-6	-13	-2	-6	-0.4	0
20	O=C(O)c1ccc(/C=N/N2CCN(c3ccccc3)CC2)cc1	7	6	-3	-4	4	-8	0	5.2	3
21	C=CCNC(=O)c1ccc(-c2ccc([N+](=O)[O-])cc2)o1	14	0	3	-27	1	-4	-9	7.7	6
22	COc1ccc(/C=C/C(=O)N(Cc2cccs2)C2CCS(=O)(=O)C2)cc1 (stereo not given)	-3	-3	-3	10	11	-5	-13	1.5	-6
23	Cc1ccc(S(=O)(=O)N(C)c2ccc(C(=O)N3CCN(Cc4ccc5c(c4)OCO5)CC3)cc2)cc1	15	0	1	11	25	6	27	-0.1	8
24	CCCCCCCCN1[C@@H](CC(=O)OCC)c2cc(F)ccc2S1(=O)=O	28	-5	-5	13	23	-2	7	1.1	11
25	COc1ccc(NC(=O)CS(=O)(=O)Cc2nc(-c3ccc(C)cc3)oc2C)cc1	-12	-2	1	16	-10	-3	10	-0.4	-2
26	CC(C)OC(=O)C(C)Nc1ccc(F)c(Cl)c1 (stereo not given)	2	-2	-1	-4	3	3	8	1.2	11
27	Cc1ccc(CNC(=O)CCS(=O)(=O)c2ccc(Cl)cc2)cc1	9	-1	1	-7	13	9	13	-0.4	1
28	O=C(CCn1c(=O)[nH]c2ccsc2c1=O)N1CCN(c2cccc(Cl)c2)CC1	-1	0	1	3	16	-1	32	-0.6	0
29	COc1ccc(C2=CC(=O)C[C@H](c3ccc(Cl)cc3)C2)cc1	20	-2	0	17	45	-3	-1	1.2	50*
30	N#Cc1c(N)n[nH]c1-c1cc2c([nH]1)CCCC2	-6	2	-1	8	11	-4	32	-0.7	10
31	COc1ccc(-c2nc(CS(=O)CC(=O)NCCC3=CCCCC3)c(C)o2)cc1 (stereo not given)	4	0	-2	-21	17	-9	-14	3.5	6
32	Cc1[nH]c(C)c(S(=O)(=O)NCC(C)c2ccccc2)c1C(=O)N1CCCCC1 (stereo not given)	14	3	-3	11	-18	-1	13	-1.4	7
33	O=C(/C=C/c1cccs1)N1CCOCC1	1	-6	-2	7	-3	8	12	0.2	-9
34	COc1ccc(C(C)=O)cc1COC(=O)c1c(C)noc1C	-6	-1	6	13	17	-3	26	-0.8	-8
35	CCCN1C(=O)c2ccccc2NC1c1ccc(OC)c(CSc2ccccn2)c1 (stereo not given)	24	-3	-2	-4	17	-7	-4	1.3	6
36	COc1ccc(-c2nc3ccccc3n2CCC(C)C)cc1OC	12	-3	-2	6	45	-1	15	-0.3	3
37	CCCCCC(=O)Nc1cc(S(=O)(=O)N2CCOCC2)ccc1N1CCCCC1	-1	-2	1	2	36	2	23	0.5	-14
38	CC(=O)c1ccc(S(=O)(=O)NCC2(N3CCOCC3)CCCCC2)cc1	-3	0	-5	-3	3	-1	30	-0.3	13
39	N=P(N1CCOCC1)(N1CCOCC1)C12CC3CC(CC(C3)C1)C2	13	-7	-3	19	15	-11	7	2.2	1
40	Cc1ccc(N2C(=O)CC(Sc3ncccn3)C2=O)cc1C (stereo not given)	12	-2	1	5	13	-3	11	1.7	-2
41	O=c1cc(CSc2nnnn2-c2ccccc2)nc2nc[nH]n12	-1	-3	0	-1	10	-2	-10	-0.9	-9
42	O=C1CCC(=O)N1CNc1ccc(Oc2ccccc2)cc1	15	1	-3	-1	-14	-6	-14	3.8	1
43	O=C(Nc1nc(-c2ccccc2)cs1)NC1CCCCC1	5	3	-1	6	43	-7	-12	4.5	11
44	O=S(=O)(/N=C(\c1ccccc1)N1CCOCC1)c1ccc(Cl)cc1	4	1	0	-8	14	2	1	1.4	-6
45	Cc1nn(CC2CC2)c(=O)n1-c1ccc(Oc2ccccc2)cc1	-5	-2	-3	-1	13	6	-1	1.9	7
46	O=C(NCCC1=CCCCC1)c1cc2c(s1)CS(=O)(=O)C2	-6	1	3	-4	1	3	-21	3.7	1
47	CCN1CCN(Cc2c(OC)ccc3ccccc23)CC1	-9	-2	-5	26	7	2	5	-2.2	-9
48	Cc1ccc(C)c(S(=O)(=O)N(C)Cc2cccs2)c1	19	-3	-1	9	13	2	20	-0.9	10
49	O=C(COC(=O)c1cncc(Br)c1)NC1CCCCC1	9	-2	-2	-3	1	-5	12	1.4	-12
50	S=C1NC[C@H](CC2CCCCC2)N1CCCCC1CCCCC1	23	0	4	21	23	14	22	-0.9	-11
51	CCCC[C@@H]1CCCO[C@@](C(=O)NCc2cc(C)n(C)n2)(C(F)(F)F)C1	6	-1	-2	26	17	2	11	0.3	2
52	COc1ccc(S(=O)(=O)NNC(=O)c2ccccc2-n2cccc2)cc1	-2	-2	-3	12	6	-10	-10	0.9	0
53	C=CCn1c(NCc2ccccc2OC)nc2ccccc21	12	-3	-5	10	5	5	5	-1.8	-5
54	CC(C)(C)c1ccc(C(=O)NCCC(=O)Nc2ccc(S(=O)(=O)Nc3nccs3)cc2)cc1	0	0	11	3	13	2	7	1.4	-2
55	COC(=O)C1CCN(C(=O)c2cc3c(=O)n4cccc(C)c4nc3n2Cc2ccccc2)CC1	9	4	-4	17	22	14	28	-0.1	1
56	CCN(c1ccccc1)S(=O)(=O)c1cccc(C(=O)NCc2cccnc2)c1	16	-4	-4	3	-45	-2	3	-1.5	13
57	Cc1cc(-c2ccc(C)c(S(=O)(=O)NCCC(C)N3CCCCCC3)c2)on1 (stereo not given)	0	2	-3	16	-7	0	-9	-1.3	0
58	CCn1nc(C)c(CN2CCCC(CO)(Cc3cccc(Cl)c3)C2)c1C (stereo not given)	0	1	-2	-9	14	4	-9	0.5	-5
59	Cc1cc(CNC(=O)COc2c(F)c(F)cc(F)c2F)c2ccccc2n1	-2	-2	-4	17	-17	-4	15	-1.4	8
60	NC(=S)COc1ccccc1	-5	0	2	16	7	-7	7	0.4	8

# Further records
No.	structure	CCR6 antagonist	UPR XBP1 act	APJ agonist	APJ antagonist	tim23-1 inh	CXCR6 inh	Mdm2 MdmX PPI	UPR CHOP act	EBI2 block
61	C=CCNC(=O)CN(c1cccc(Br)c1)S(C)(=O)=O	2	2	2	1	9	4	7	1.0	3
62	CC(C)(C)c1ccc(COc2ccsc2C(=O)O)cc1	6	0	-3	4	-2	0	-7	4.0	1
63	CC1C(C)C(O)(c2ccccc2)CCN1C (stereo not given)	-8	2	5	-6	5	0	13	1.6	-2
64	COc1ccccc1C1(CC(=O)O)CCOC(C)(C)C1 (stereo not given)	-5	-4	-4	15	0	3	19	-0.3	-12
65	O=C(O)c1ccc2c(c1)C(=O)N(Cc1ccco1)C2=O	6	-2	0	-12	-4	-3	4	-0.6	2
66	CCOC(=O)c1ccc(NC(=O)CSc2nnc(-c3cccs3)n2CC)cc1	1	-2	2	-7	3	0	10	2.3	1
67	O=Cc1ccc(OC(=O)Cc2ccc(F)cc2)cc1	.	-2	0	12	-3	.	-5	0.4	.
68	CCc1nnc2n1N=C(c1ccc(Br)cc1)CS2	5	0	-2	5	11	1	4	0.4	-6

# Whole records, looked up by structure. Order of screens: CCR6 antagonist | UPR XBP1 act | APJ agonist | APJ antagonist | tim23-1 inh | CXCR6 inh | Mdm2 MdmX PPI | UPR CHOP act | EBI2 block
# Entry for O=S(=O)(c1ccccc1)N1CCN(c2nc(-c3cccnc3)nc3ccccc23)CC1 : 3 | 0 | 2 | 1 | 34 | -5 | 28 | 2.5 | -5
# Entry for Cc1[nH]c(C)c(S(=O)(=O)NCC(C)c2ccccc2)c1C(=O)N1CCCCC1 (stereo not given) : 14 | 3 | -3 | 11 | -18 | -1 | 13 | -1.4 | 7
# Entry for S=C1NC[C@H](CC2CCCCC2)N1CCCCC1CCCCC1 : 23 | 0 | 4 | 21 | 23 | 14 | 22 | -0.9 | -11
